# mIAP activ = mouse IAP activation | muIAP, CDP-Star luminescence, 30 min; stronger effect = higher value; 1 = vehicle-only enzyme signal, 0 = enzyme-free wells | activation factor at 10 µM | actives 0.24% (n = 330,000);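 active = activation factor of at least 2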; note: the source names both 10 and 20 µM as test concentration; values of inactives mirror those of a sister screen read the other way
#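 System: mouse IAP enzyme. Reagent: CDP-Star chemiluminescent phosphatase substrate. Benchmarks: DMSO wells, no-enzyme wells. Times: 30 min enzyme-substrate-compound incubation at room temperature. Detection: luminescence from enzymatic CDP-Star hydrolysis. Doses: test compounds delivered from DMSO solution.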
# A3G deaminase = APOBEC3G (human) deaminase inhibition; recombinant A3G, ssDNA deamination FAM/TAMRA fluorescence; inhibition, % at 20 µM; actives 0.28% (n = 330,000); Q9HC16; AID 493012;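 active = inhibition of at least 40% at 20 µM, with no more than 30% in the related APOBEC3A deaminase screen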;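 note: plate controls were DMSO wells with A3G for no effect and wells lacking A3G enzyme for full effect; some compounds called inactive have numbers as strong as hits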
# hIAP block = blocks human intestinal alkaline phosphatase | P09923 | purified IAP, CDP-Star luminescence, 30 min | inhibition, % at 10 µM | actives 0.12% (n = 330,000) | AID 2544;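 active = inhibition reaching a set limit with compound at 10 µM in the primary screen, cut at about 35% in these data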;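 note: plate controls were DMSO wells with enzyme for no effect and no-enzyme buffer wells for full effect; values of inactives mirror those of a sister screen read the other way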
# Target sequence (P09923 whole entry, looked up): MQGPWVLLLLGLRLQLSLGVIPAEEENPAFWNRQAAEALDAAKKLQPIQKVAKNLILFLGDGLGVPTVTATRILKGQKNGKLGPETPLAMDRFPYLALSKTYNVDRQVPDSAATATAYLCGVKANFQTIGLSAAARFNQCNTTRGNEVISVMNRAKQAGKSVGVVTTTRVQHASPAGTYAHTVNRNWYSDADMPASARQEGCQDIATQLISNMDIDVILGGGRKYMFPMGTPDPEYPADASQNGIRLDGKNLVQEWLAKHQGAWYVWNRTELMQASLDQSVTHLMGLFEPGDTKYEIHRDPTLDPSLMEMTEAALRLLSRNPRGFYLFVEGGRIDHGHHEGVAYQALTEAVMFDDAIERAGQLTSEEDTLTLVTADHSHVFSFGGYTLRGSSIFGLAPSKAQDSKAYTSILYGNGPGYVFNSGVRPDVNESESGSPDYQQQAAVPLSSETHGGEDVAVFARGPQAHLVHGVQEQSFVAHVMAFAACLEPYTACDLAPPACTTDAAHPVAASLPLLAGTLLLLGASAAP
# beta cell repl = inducers of beta-cell replication in MIN6 cells | proliferation, % at 10 µM | actives 0.29% (n = 330,000) | AID 2380 | MIN6 cells proliferation, ATPlite luminescence, 48 h; cells starved in 0.2% serum; 100% = growth in 10% serum;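 active = compounds whose signal lies at least 3.5 SD above the mean of all wells on their plate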;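 note: 0% = DMSO-treated cells in low-serum medium and 100% = 10% serum control; some compounds called inactive have numbers as strong as hits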
# mIAP block = mouse IAP inhibition | purified mouse IAP, CDP-Star luminescence, 30 min | inhibition, % at 10 µM | actives 0.2% (n = 330,000);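 active = inhibition of at least 40% at 10 µM in the primary screen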;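 note: plate controls were DMSO with enzyme for no effect and no enzyme wells for full effect; values of inactives mirror those of a sister screen read the other way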
# SENP1 inh = blocks the human SENP1 SUMO protease catalytic domain | recombinant SENP1 catalytic domain, CyPet-SUMO1-YPet FRET cleavage | AID 624204 | actives 0.21% (n = 360,000) | inhibition, % at 10 µM | Q9P0U3;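 active = inhibition at least 30% at 10 µM, raw YFP signal under a set limit, fluorescence ratio 0.5 to 1.5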;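 note: 0% = enzyme with DMSO and 100% = no enzyme wells; some results filed as inactive read as strong as hits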
# Target sequence (Q9P0U3 419-644 limits assumed): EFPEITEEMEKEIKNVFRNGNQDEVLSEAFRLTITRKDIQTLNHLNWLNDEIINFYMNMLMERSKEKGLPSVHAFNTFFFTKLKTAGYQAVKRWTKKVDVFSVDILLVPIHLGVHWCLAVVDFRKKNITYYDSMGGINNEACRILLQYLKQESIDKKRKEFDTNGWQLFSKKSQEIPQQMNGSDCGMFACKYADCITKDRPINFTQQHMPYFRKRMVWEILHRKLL
#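 System: Recombinant human SENP1 catalytic domain, His6-tagged | Incubation: Enzyme reaction for 50 min at room temperature, dark | Medium: Tris pH 8 with BME, BSA, NP40 and catalase | Also added: 25 nM SUMO1 FRET substrate | Compound: 10 µM single point, 0.5% DMSO | Measured by: FRET fluorescence in CFP and YFP emission channels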
# NALP3 yeast inh = NALP3 inhibition in yeast | Yeast reconstituted NLRP3/ASC/caspase-1, beta-gal luminescence, 24 h | inhibition, % at 10 µM | actives 0.39% (n = 330,000) | AID 2825;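 active = inhibition of 50% or more; inactive = inhibition below 50%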;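 note: plate controls were induced DMSO wells for no effect and uninduced yeast grown without galactose for full effect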
# hIAP act = human IAP activation; P09923; purified human IAP, CDP-Star luminescence, 30 min; stronger effect = higher value; 1 = vehicle-only enzyme, 0 = enzyme-free background; activation factor at 10 µM; actives 0.16% (n = 330,000); AID 2524;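 active = activation factor of the enzyme at least 2-fold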; note: the source names both 10 and 20 µM as test concentration; values of inactives mirror those of a sister screen read the other way
# A3A deaminase = inhibitors of human APOBEC3A DNA deaminase. P31941. recombinant A3A, FAM/TAMRA ssDNA deamination fluorescence. inhibition, % at 20 µM. actives 0.41% (n = 330,000). AID 493011;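 active = at least 40% inhibition at 20 µM here, with at most 30% in a related deaminase screen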;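 note: plate controls were A3A with DMSO for no effect and wells lacking A3A enzyme for full effect; some results filed as inactive read as strong as hits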
# Target sequence (P31941 whole entry, looked up): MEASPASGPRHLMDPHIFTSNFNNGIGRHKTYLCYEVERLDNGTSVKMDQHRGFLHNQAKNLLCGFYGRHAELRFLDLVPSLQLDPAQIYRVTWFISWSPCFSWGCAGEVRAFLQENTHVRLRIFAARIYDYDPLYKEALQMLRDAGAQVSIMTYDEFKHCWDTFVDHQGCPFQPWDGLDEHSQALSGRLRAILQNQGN
# * hit, by the source's call; & = joins results of further samples.
SMILES,mIAP activ,A3G deaminase,hIAP block,beta cell repl,mIAP block,SENP1 inh,NALP3 yeast inh,hIAP act,A3A deaminase
Cc1cc(C)n(-c2ccc(C(=O)NCc3ccc4c(c3)OCO4)cc2)n1,1.1,-5,4,-3,-14,-11,17,0.96,-3
CCOC(=O)N1CCN(S(=O)(=O)N2CCCC(C(=O)NCCCN3CCC(C)CC3)C2)CC1 (stereo not given),1,-5,-2,2,-4,1,16,1,-8
CC(=O)c1cc(-c2ccc(F)cc2)n(CCC(=O)Nc2cccc(C)n2)c1C,1.1,-3,-4,-2,-6,3,1,1,1
OC(COc1ccc(CNCCc2ccc(C(F)(F)F)cc2)cc1)CN1CCCCC1 (stereo not given),1.1,-4,0,-6,-5,-1,38,1,4
COc1ccc(/C=N/NC(=O)CCC(=O)Nc2ccccc2)cc1OC,1,-3,-18,0,-1,0,-2,1.2,0
CCOC(=O)[C@@H]1[C@H]2COc3cc(OC)ccc3[C@H]2N2C(=O)N(c3cccc(C)c3)C(=O)[C@]12C,1.1,-1,0,-1,-9,3,10,1,-1
O=C(C1CCN(c2nc3nonc3nc2N2CCCCC2)CC1)N1CCOCC1,1,-3,-5,2,-1,2,3,1.1,2
CC(C)(C)OC(=O)NC(CNCc1ccccc1)Cc1ccccc1 (stereo not given),1.1,-11,0,2,-12,2,25,1,-5
COc1cc(OC)cc(C(=O)NCC(=O)Nc2ccc(-c3ccccc3)cc2)c1,1.1,-7,-8,-4,-13,2,32,1.1,0
O=C(COc1ccc2ccc(=O)oc2c1)NCCCn1ccnc1,0.94,-7,-20,1,6,-3,11,1.2,-5
COc1ccc(CNC(=O)COC(=O)c2cc3ccccc3o2)cc1,0.95,-8,4,1,5,1,5,0.96,-2
C(=C\CSc1nnnn1-c1ccccc1)/CSc1nnnn1-c1ccccc1,1,-10,3,2,-3,1,20,0.97,2
CN(C)S(=O)(=O)N(CC(=O)N(Cc1ccccc1)Cc1ccccc1)c1ccccc1,1,-2,17,-4,0,1,-3,0.83,11
O=C(CSc1nc(C(F)(F)F)cc(=O)[nH]1)NCC1CCCO1 (stereo not given),0.98,-7,8,6,2,-1,-5,0.92,-2
CCOC(=O)C1CCN(C(=O)C2CCCN(c3ncnc4c3nc3n4CCCCC3)C2)CC1 (stereo not given),0.97,0,-6,3,3,-1,0,1.1,0
COc1cccc(NC(=O)CSc2nnc(-c3cc(C)n(-c4ccccc4)c3C)o2)c1,1,-4,11,-4,-2,1,-3,0.89,-4
O=S(=O)(CCc1ccccc1)/N=C/c1cccs1,1.1,-4,-10,-3,-6,0,-13,1.1,-3
O=C(O)c1ccccc1C(=O)OCc1c(-c2ccccc2)ncc2ccccc12,0.97,-7,5,0,3,-1,12,0.95,1
CCC(=O)N1c2ccccc2NC2=C(C(=O)CC(C)(C)C2)C1c1cccnc1 (stereo not given),0.9,-5,0,3,10,1,5,1,-1
CCCN(C(=O)CCNC(=O)c1ccc(Cl)cc1)c1c(N)n(Cc2ccccc2)c(=O)[nH]c1=O,0.91,-2,-18,-5,9,1,8,1.2,-1

# Single values from the entries so far.
# `CC(=O)c1cc(-c2ccc(F)cc2)n(CCC(=O)Nc2cccc(C)n2)c1C` | SENP1 inh = 3
# `CN(C)S(=O)(=O)N(CC(=O)N(Cc1ccccc1)Cc1ccccc1)c1ccccc1` | A3A deaminase = 11

# (continued)
SMILES,mIAP activ,A3G deaminase,hIAP block,beta cell repl,mIAP block,SENP1 inh,NALP3 yeast inh,hIAP act,A3A deaminase
COc1ccc2sc(-c3ccc(SC)cc3)c(C#CCO)c2c1,0.91,-3,10,-5,9,-9,-2,0.9,7
CCS(=O)(=O)c1ccc(-c2cccc(NC(=O)c3ccco3)c2)nn1,1,-2,0,-1,0,2,8,1,-3
CN(C)S(=O)(=O)c1cccc(NC(=O)c2cccc(S(=O)(=O)N3CCCCC3)c2)c1,0.86,-11,0,1,14,3,-2,1,2
O=C(N1CCCCC1)C1(S(=O)(=O)c2ccccc2)CC=CC1,0.95,-12,8,-1,5,-1,-7,0.92,-3
Cc1c(NC(=O)COC(=O)c2ccc[nH]c2=O)c(=O)n(-c2ccccc2)n1C,1.1,-4,6,-3,-5,1,7,0.94,-3
O=C1c2cccc3cccc(c23)C(=O)N1c1cccnc1,1,-6,11,-3,-1,0,-14,0.89,-7
Cc1ccc(S(=O)(=O)N2CCCC2C(=O)N(C)Cc2cccs2)cc1 (stereo not given),0.86,-4,-2,1,14,2,-2,1,-1
CCN(Cc1ccccc1)C(=O)CC1Oc2ccccc2NC1=O (stereo not given),0.96,-7,-9,12,4,-6,5,1.1,-3
Cc1nn(CCC(=O)O)c(C)c1C,1.1,-5,-5,-3,-8,1,10,1.1,-2
COc1ccc(S(=O)(=O)N2CCCCCC2)cc1C(=O)OCC(=O)NC(C)(C)C,1,0,9,1,-1,3,-16,0.91,1
CCCCCCC(=O)Nc1ccc(S(=O)(=O)Nc2onc(C)c2C)cc1,1,-12,-8,-4,-1,0,0,1.1,-5
NC(=O)NCCCC(=O)NCC(c1ccccc1Cl)c1c[nH]c2ccccc12 (stereo not given),0.95,-7,-21,-2,5,-4,9,1.2,-2
CCOc1cc(CNc2ncnc3nc[nH]c23)ccc1OC,0.88,-12,-39,-2,12,0,17,1.4,-4
Cc1ccc(C(=O)N/N=C\c2ccc([N+](=O)[O-])o2)cn1,0.69,3,0,0,31,-6,22,1,9
C=CCn1c(N)c(C(=O)Nc2ccccc2OC)sc1=S,0.96,-4,0,2,4,2,19,0.99,-1
CC(=O)C[C@H]1c2ccccc2S(=O)(=O)N1c1ccccc1,1.1,-5,0,-5,-8,0,15,0.99,-3
CCNC(=O)C/C(C)=N/NC(=O)C1CCCCC1,1.1,-8,10,-1,-5,1,5,0.9,1
CC(C)(C)c1ccc(C(=O)COC(=O)CN2C(=O)NC3(CCCC3)C2=O)cc1,0.94,-9,-9,1,6,1,6,1.1,-3
COc1ccc(/C=N/NC(=O)Cc2ccc(Cl)cc2)cc1OC,1,-3,-1,-1,-4,3,4,1,6
COc1ccc(N2C(=O)N3[C@H](c4ccc(Cl)cc4)[C@@H]4C(=O)N(C5CCCCC5)C(=O)[C@@H]4[C@]3(C)C2=O)cc1,0.96,-10,0,-6,4,3,14,1,-4
CCn1cc(C(C)(C)C)c(C#N)c1NC(C)=O,1,-8,-19,-1,-2,0,5,1.2,-3
N#C/C(=N\Nc1cccc(C(F)(F)F)c1)C(=O)c1ccsc1,0.95,9,32,-4,5,2,48,0.68,1
Cc1ccc2c(c1)C1CN(C)CCC1N2S(=O)(=O)c1ccc(Oc2ccc([N+](=O)[O-])cc2)cc1 (stereo not given),0.94,-1,9,-7,6,1,18,0.91,1
O=C(Nc1ccccn1)c1ccc(Br)s1,0.98,-6,7,-1,2,2,20,0.93,1
COc1cc(/C=C/C(=O)Nc2nnc(CC(C)(C)C)s2)cc(OC)c1OC,0.82,35,3,-3,18,4,0,0.97,3
COc1ccc(S(=O)(=O)N2CCCOC2CNC(=O)C(=O)NCc2ccccn2)cc1 (stereo not given),0.99,0,0,0,1,-1,0,1,1
CC(=O)Nc1ccccc1C(=O)C(=O)Nc1cccc(C(=O)NCC2CCCO2)c1 (stereo not given),1.1,-8,-9,-1,-14,-2,-2,1.1,-4
O=C(CN1CCCc2ccccc21)Nc1cccc(S(=O)(=O)N2CCOCC2)c1,1,-6,-8,-2,-4,-25,17,1.1,-3
COCC(C)OC(=O)c1c(N)n(CC(C)C)c2nc3ccccc3nc12 (stereo not given),1.1,0,3,-3,-12,-112,16,0.97,-2
CCCCNC(=O)Nc1ccccc1CC,0.99,4,-6,-3,1,3,0,1.1,-5
CCN(Cc1ccccc1)C(=O)c1ccc(C(=O)N(CC)Cc2ccccc2)cc1,0.97,-7,-6,-2,3,2,21,1.1,-4
Cc1nc2ccccc2c2c1C(=O)N(Cc1cccnc1)C2=O,0.93,-2,8,0,7,1,-15,0.92,1
COc1ccc(C2NC(=S)NC3=C2CCCC3=C2SCCS2)cc1 (stereo not given),0.93,-7,11,-6,7,-14,18,0.89,-2
COC(=O)[C@H](Cc1ccc(O)cc1)NC(=O)Cn1cnc2c(OCc3ccccc3)ncnc21,1.1,5,-18,-2,-6,3,6,1.2,2
CCc1ccc(-c2cc(C(F)(F)F)n3nc(C(=O)Nc4c(C)nn(Cc5ccc(F)cc5)c4C)cc3n2)s1,0.86,-7,3,-6,14,-24,-13,0.97,0
CCOC(=O)N1CCN(C(=O)C2CCN(C(=O)c3ccc([N+](=O)[O-])cc3)CC2)CC1,1,-8,-14,2,-1,1,1,1.1,6
O=C(NCCC1CCCCN1S(=O)(=O)c1ccc(F)cc1)C(=O)Nc1ccccc1 (stereo not given),1,-5,-8,-3,-4,3,21,1.1,1
Cc1cc(C)cc(C(=O)Oc2coc(CSc3nnc(NC(=O)C4CC4)s3)cc2=O)c1,1.1,0,-21,0,-10,-1,12,1.2,4
Cc1ccc2nc(C)c3c(c2c1)SCC3,1.1,-10,6,-1,-5,2,23,0.94,-1
CC(NC(=O)COC(=O)CSc1ccc(F)cc1)c1ccc(F)cc1 (stereo not given),0.98,-5,-5,2,2,5,16,1.1,-1
Cn1cc(S(=O)(=O)Nc2cccc3ccccc23)c(=O)n(C)c1=O,0.97,5,-5,1,3,0,-11,1.1,3
C/C(=N\NC(=O)CCC(=O)NCc1ccccc1)c1ccc([N+](=O)[O-])cc1,0.91,1,-2,-4,9,0,12,1,0
CCN(CC)N=Nc1ccc(S(=O)(=O)Nc2nc(C)cc(C)n2)cc1,1&0.91,-7&0,2&5,1&-2,-2&9,-1&3,9&13,0.98&0.95,-3&-4
N#CCCCc1cc2ccccc2cn1,0.99,-9,-24,-2,1,0,12,1.2,-3
COC(=O)c1ccc(Oc2nc(C(N)=O)cc(-c3ccccc3)n2)cc1,1,-8,13,0,-1,2,-2,0.87,-2
CCOC(=O)c1cc(-c2cccs2)nn1CCC#N,0.71,3,4,0,29,2,15,0.96,5
Nc1ncc(-c2cc3ccccc3oc2=O)s1,0.83,-2,12,-1,17,-7,1,0.88,0
Cc1nc(SCc2ccccc2)c(C(F)(F)F)c(=O)[nH]1,1.1,-9,0,0,-10,1,-14,0.99,-3
CCCCCCC(=O)Nc1nc(C)c(-c2csc(Nc3cc(Cl)ccc3OC)n2)s1,0.82,-6,-2,-5,18,-11,3,1,-4
COc1ccc(C(=O)c2ccc(N3CCN(C4CC(=O)NC4=O)CC3)cc2)cc1F (stereo not given),1.2,-4,-2,-1,-18,-1,7,1,-7
CCn1cc(SCC(=O)NCC2CCCO2)c2ccccc21 (stereo not given),0.93,3,-2,0,7,1,10,1,4
CN(C)c1ccc(NC(=O)c2cccc([N+](=O)[O-])c2)c2ccccc12,0.95,-4,0,-2,5,15,10,1,-5
CCOC(=O)Cn1cnc2c(nnn2-c2ccc(C)cc2)c1=O,1.1,-4,-22,-2,-6,2,-2,1.2,-5

# Screens: PubChem, Sanford-Burnham Center for Chemical Genomics

# These rows are one share of the data; count on the stated rates, not on these rows.
